Source: PubChem BioAssay (National Center for Advancing Translational Sciences (NCATS))
Tau fibril ThT: tau fibrillization inhibition (ThT binding); P10636; recombinant tau K18 P301L (four-repeat tau fragment), heparin-induced fibrillization, ThT fluorescence; Potency, µM (highest dose often 57.4 µM), for inactives: top-dose activity, negative = inhibition, usual class: inhibitors; 270,000 compounds, 2.1% hits; also: nearly all actives have a fitted effect of over 55% in size
Target sequence (P10636 561-689 P618L limits assumed): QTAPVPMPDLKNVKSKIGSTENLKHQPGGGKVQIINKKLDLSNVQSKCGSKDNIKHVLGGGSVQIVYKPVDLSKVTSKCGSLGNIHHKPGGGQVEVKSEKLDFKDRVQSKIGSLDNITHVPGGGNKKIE
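Tau K18 P301L fragment (15 uM unlabeled plus 0.24 uM Alexa 594-labeled) in 100 mM sodium acetate pH 7 with compound, fibrillization induced by 20 uM heparin for 6 hr at 37 C. Thioflavin T (30 uM) added, fluorescence read after 1 hr (ex 450, em 510 nm).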
Tau fibril FP: blocks human tau fibril formation measured by polarization; P10636; K18 P301L tau heparin fibrillization, Alexa594 FP, 6 h; Potency, µM (titrated, usually from 57.7 µM), for inactives: at the highest dose activity, negative = inhibition, usual class: inhibitors; 280,000 compounds, 0.39% hits; also: nearly all actives have a fitted effect of over 55% in size
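Read-out: fluorescence polarization of Alexa 594-labeled tau (0.24 uM), 555 nm excitation, 632 nm emission. Mixtures held 15 uM unlabeled K18 P301L, compound and 20 uM heparin, pH 7 acetate buffer, incubated 6 hr at 37 C.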
L3MBTL1 inh: inhibitors of human L3MBTL1; Q9Y468; AlphaScreen L3MBTL1–H3K9me1 peptide binding; Potency, µM (series often up to 57.1 µM), inactives show at the highest dose activity, negative = inhibition, most hits filed as inhibitors; 230,000 compounds, 0.66% hits; AID 485360; also: nearly all actives have a fitted effect of over 60% in size
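L3MBTL1 (50 nM) pre-complexed 30 min with biotinylated H3(1-15)K9me1 peptide (75 nM), then compounds added for 30 min at room temperature; AlphaScreen streptavidin donor/nickel chelate acceptor beads (10 ug/mL final) read after 30 min dark incubation.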
GoLoco inh red: inhibitors of human Gai1-RGS12 GoLoco interaction (red fluorophore); Gai1:RGS12 GoLoco peptide FP, rhodamine, 10 min; Potency, µM (top dose mostly 61.6 µM), inactives show top-dose activity, negative = inhibition, hits mostly inhibitors; 230,000 compounds, 0.44% hits; active = well fitted inhibition curve with a large enough effect, not every such curve was filed as active; inactive = no such curve, though single readings can be large or run the other way; also: nearly all actives have a fitted effect of over 30% in size; many of its hits are not listed in these tables
Target sequence (P63096 whole entry, looked up): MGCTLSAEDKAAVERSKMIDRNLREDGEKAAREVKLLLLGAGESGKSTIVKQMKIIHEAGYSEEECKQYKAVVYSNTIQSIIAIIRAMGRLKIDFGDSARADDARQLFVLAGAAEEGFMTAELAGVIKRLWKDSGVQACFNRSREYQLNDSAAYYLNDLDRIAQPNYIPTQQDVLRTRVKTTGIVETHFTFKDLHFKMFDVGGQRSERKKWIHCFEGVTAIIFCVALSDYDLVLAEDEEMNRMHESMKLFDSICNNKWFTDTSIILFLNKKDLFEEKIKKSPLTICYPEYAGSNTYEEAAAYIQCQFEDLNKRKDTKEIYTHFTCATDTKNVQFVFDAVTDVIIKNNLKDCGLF
RECQ1 helicase: RECQ1 (human) helicase inhibition; RECQ1 DNA unwinding, red fluorescence kinetic read; Potency, µM (doses to about 57.3 µM), for inactives: top-dose activity, negative = inhibition, usual class: inhibitors; 240,000 compounds, 0.54% hits;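 also: plate controls were vehicle for no effect and no enzyme for full effect; nearly all actives have a fitted effect of over 30% in size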
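50 nM RECQ1T1 preincubated 15 min with compound in Tris pH 8.0 buffer with MgCl2, DTT, Tween-20 and 2.5 ug/ml poly(dI-dC); started with 200 nM TAMRA/BHQ-2 forked duplex and 2 mM ATP. Unwinding read as fluorescence (525/598 nm), two reads 2 h apart.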
TRb-SRC2 inh: TRbeta-SRC2 interaction inhibition. P10828. Potency, µM (series often up to 106 µM), for inactives: at the top dose activity change, negative = inhibition, most hits filed as inhibitors. AID 1469. TRbeta-SRC2 peptide binding, fluorescence polarization; receptor liganded with 1 µM T3. 280,000 compounds, 0.065% hits;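 also: plate controls were bound peptide for no effect and peptide without receptor for full effect; nearly all actives have a fitted effect of over 50% in size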
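TRb LBD 0.6 uM + Texas Red SRC2 peptide 20 nM, 1 uM T3, Tris buffer w/ 5% DMSO; compound pinned, 5 h RT; FP read ex 555/em 632; normalized to unbound and bound controls.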
TR SRC2 fluor cs: Texas Red fluorescence interference in TRb-SRC2 counter-screen. 280,000 compounds, 0.29% hits. AID 1479. Potency, µM (top dose mostly 106 µM), without a hit: at the top dose fluorescence change, negative = quenching. TRb/SRC2 Texas Red total fluorescence interference; active = well fitted curve in either direction with a large enough effect; inconclusive = small, poorly fitted or top-dose-only effect
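Human TRb ligand-binding domain at 0.6 uM with 20 nM Texas Red SRC2 peptide in Tris buffer containing 1 uM T3 and 5% DMSO, incubated with compound 5 h at ambient temperature. Total fluorescence (555/632 nm) calculated as parallel + 2 × perpendicular.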
JMJD2E inh: JMJD2E (human) inhibition. B2RXH2. JMJD2E catalytic domain, FDH-coupled NADH fluorescence (FDH is formaldehyde dehydrogenase). Potency, µM (series often up to 57.1 µM), without a hit: at the top dose activity change, negative = inhibition, actives largely listed as inhibitors. 230,000 compounds, 1.6% hits. AID 2147; active = well fitted inhibition curve with a large enough effect, not every such curve was filed as active; inconclusive = small, poorly fitted or top-dose-only effect, or another doubt; inactive = no such curve, though single readings can be large or run the other way;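 also: 0% = wells with enzyme and -100% = buffer wells without enzyme; nearly all actives have a fitted effect of over 50% in size; many of its hits are not listed in these tables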
Target sequence (B2RXH2 1-337 limits assumed): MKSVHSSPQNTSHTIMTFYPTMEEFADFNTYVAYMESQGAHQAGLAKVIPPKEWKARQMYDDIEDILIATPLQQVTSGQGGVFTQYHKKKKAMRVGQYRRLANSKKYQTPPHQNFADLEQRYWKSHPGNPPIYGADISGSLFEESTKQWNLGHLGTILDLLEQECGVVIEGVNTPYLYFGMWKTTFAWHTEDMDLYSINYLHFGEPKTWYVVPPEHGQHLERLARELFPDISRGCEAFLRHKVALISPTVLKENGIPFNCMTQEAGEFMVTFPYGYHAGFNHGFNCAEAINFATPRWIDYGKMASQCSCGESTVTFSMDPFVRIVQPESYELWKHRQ
* marks the source's active call; other numbers are inactive results; i = inactive; ? = inconclusive; . = no result given; & = joins results of further samples; [ ] = remark or other dose. Unless noted, calls follow the shape of the dose curve; as a rule, active = well fitted curve in the direction sought with a large enough effect; inconclusive = small, poorly fitted or top-dose-only effect, or another doubt; inactive = no such curve, though single readings can be large; an effect the other way counts as inactive or inconclusive. Unless noted, % is scaled to controls: 0 for no effect and ±100 for the full control effect; potency is read from the fitted curve at half-maximal effect. Only part of the results is shown; rates above refer to the full screens.

SMILES	Tau fibril ThT	Tau fibril FP	L3MBTL1 inh	GoLoco inh red	RECQ1 helicase	TRb-SRC2 inh	TR SRC2 fluor cs	JMJD2E inh
Nn1c(=S)[nH]nc(Cc2ccc(O)cc2)c1=O	-11%	0%	-1%	-4%	-20%	5%	2%	?
COC(=O)CCN(C1CCCCC1)S(=O)(=O)c1ccc(S(=O)(=O)NC2CCCCC2)cc1	-15%	-2%	.	-8%	-11%	-21%	-1%	2%
O=C(/C=C/c1ccc(Cl)c(Cl)c1)n1cccn1	14µM*	?	-6%	3%	-11%	-6%	0%	2%
CCC(CC)NCc1ccc(OC)cc1OC	4%	0%	2%	3%	i	-8%	-3%	-13%
O=[N+]([O-])c1cc(S(=O)(=O)NCCCN2CCOCC2)ccc1Cl	-5%	-1%	2%	1%	-18%	3%	-1%	?
O=C1CN(C(=O)c2ccc(S(=O)(=O)N3CCCCC3)cc2)C(c2ccc(F)cc2)c2cc(Br)ccc2N1 (stereo unspecified)	-6%	?	.	.	.	0%	-4%	.
OCCSc1nc(N2CCOCC2)nc(N2CCOCC2)n1	-8%	0%	.	-3%	i	9%	-5%	8%
CCCCNc1nc(Oc2ccc(=O)n(C)n2)nc(N2CCOCC2)n1	1%	3%	.	.	.	4%	0%	.
COc1cc2c(cc1OC)n(CC(=O)c1ccc(F)cc1)c(=O)n1nc(CCn3nc(C)cc3C)nc21	-3%	-3%	.	.	.	1%	1%	.
COc1ccc(-c2csc(-c3cccs3)n2)cc1OC	?	-4%	25%	2%	i	-1%	2%	?
Cc1cccc(S(=O)(=O)c2cn(C)c3cc(N4CCN(c5ccc(F)cc5)CC4)c(F)cc3c2=O)c1	-3%	-2%	.	.	.	-3%	?	.
COc1ccc(F)cc1C(=O)C1CCCN(Cc2cccn2-c2cccnc2)C1 (stereo unspecified)	-8%	-7%	-27%	9%	-11%	3%	0%	?
CC(C)(C)OC(=O)N1CCC(c2c(C(=O)N3CCN(c4ccccc4F)CC3)cnn2-c2ccccc2Cl)CC1	?	9%	.	.	.	-4%	0%	.
C/C(=N\NC(=O)Cc1csc(N2CCOCC2)n1)c1ccc(Cl)c(Cl)c1	-15%	6%	?	6%	-16%	-7%	0%	6%
CCOc1ccc(C(=O)Nc2ccc3nc(Nc4cccc(C(F)(F)F)c4)cc(C)c3c2)cc1OCC	?	-8%	.	.	.	12%	5%	.
CCOCCn1c(N2CCN(c3ccc(OC)cc3)CC2)nc2c1c(=O)[nH]c(=O)n2C	?	?	.	0%	i	9%	-2%	9%
Cc1cc(=O)[nH]c2c1c(C)nn2C1CCCCC1	-2%	5%	.	5%	-6%	1%	-3%	-2%
Cc1cc(C)c(NC(=O)c2sc3nc(C)cc(C)c3c2N)c(C)c1	-15%	-3%	.	.	.	3%	-7%	.
COc1ccccc1CNC(=O)C1CCN(S(=O)(=O)N2CCCCC2)CC1	-8%	2%	6%	-2%	-5%	-2%	-3%	0%
CCc1c(C(=O)NCc2cnn(C)c2)csc1C	?	-6%	37%[activator]	-2%	-3%	-24%	1%	-4%
COc1cccc(/C(O)=C2\C(=O)C(=O)N(c3ccccn3)C2c2cccc(OC)c2OC)c1 (stereo unspecified)	-11%	-7%	9%	1%	-14%	?	1%	-12%
C=CCNC(=O)c1ccc(C)c(Br)c1	10%	-2%	4%	-14%	-8%	3%	-4%	15%
Cc1n[nH]c(C)c1N1C(=O)c2cccc3c(N4CCCCCC4)ccc(c23)C1=O	?	-8%	4%	20µM*	28µM*	-9%	3%	-11%
COc1ccc(NC(=S)N2CCC(C(O)(c3ccccc3)c3ccccc3)CC2)cc1	-15%	9%	-12%	1%	-13%	2%	0%	-9%
COc1cc(CSC)nc(-c2ccccc2)n1	3%	-1%	8%	-3%	-2%	-11%	-1%	2%
O=C(CNC(=O)c1ccccc1)OCc1ccc([N+](=O)[O-])cc1	3%	-1%	-18%	-14%	-1%	12%	-2%	-2%
CC(=O)c1cccc(-n2nnnc2SCC(=O)Nc2ccccc2N2CCCCC2)c1	-18%	6%	.	4%	i	0%	-8%	-3%
Cc1ccccc1OCCn1cnc2c(N)ncnc21	2%	0%	-3%[11.4 µM]	-13%	6%	14%	-1%	-4%
CC(=O)N1CCc2c(sc3c2c(=O)n(-c2ccccc2Cl)c(=O)n3C)C1	7%	0%	.	.	.	7%	0%	.
O=C(Cn1c(=S)[nH]c2ccccc2c1=O)NCCc1ccccc1	1%	-3%	7%	-1%	10%	2%	-2%	18%
Cc1nn(Cc2ccc(F)cc2)c(C)c1NC(=O)C1c2ccccc2Oc2ccccc21	-12%	?	10%	8%	-3%	-3%	2%	2%
COc1ccc2[nH]c(O)c(N=NC(=N)N)c2c1	?	?	6%	1%	-4%	-5%	-4%	0%
COc1cccc(/C=C/C(=O)OCC(=O)NCc2ccco2)c1	?	-2%	?	9%	?	0%	-12%	?
Cc1ccc(NC(=O)CN2CCN(CCN=CC3=C(O)CC(c4ccccc4)CC3=O)CC2)cc1 (stereo unspecified)	12%	0%	7%	9%	-5%	-1%	-1%	17%
CCCNC(=O)N1CCN(S(=O)(=O)c2ccc(C)cc2)CC1	2%	1%	14%	-10%	-19%	1%	-4%	7%
CC1CCN(Cc2cnc(Cl)s2)CC1	-21%	2%	-1%	10%	-3%	-7%	-10%	2%
CCc1nnc(N2C(=O)c3cccc4cccc(c34)C2=O)s1	-4%	-11%	.	-1%	-9%	-3%	-1%	?
O=c1c2cccnc2n(Cc2ccccc2F)c(=O)n1Cc1ccc(F)cc1	-6%	-5%	.	.	.	-3%	4%	.
CCCOc1ccc2oc(=O)c3c(c2c1)CCCN3C(=O)CN1CCc2ccccc2C1	?	6%	-13%	18%	10%	-2%	2%	?
Cc1nc2cc(C(=O)NCc3ccc4c(c3)OCO4)ccc2n1-c1ccc(Br)cc1	-8%	6%	-1%	6%	-13%	8%	-3%	-3%
COc1ccc2nc(N3CCCC3)c(C#N)cc2c1	?	-3%	.	11%	-4%	-6%	-3%	-4%
CCOc1cccc(Nc2nn(-c3ccc(OC(F)(F)F)cc3)nc2C(C)=O)c1	3%	3%	.	.	.	-2%	-2%	.
CNc1nnc(C(F)(F)F)s1	.	1%	.	-5%	-5%	-8%	-1%	1%
Nc1nc(CSc2ncn[nH]2)nc(Nc2ccc(F)cc2)n1	6%	1%	9%	2%	i	-6%	-1%	-7%
Cc1oc2cc3c(C(=O)N4CCCCC4)c(C)oc3cc2c1C(=O)N1CCCCC1	-4%	1%	-2%	1%	-7%	-18%	3%	-5%
O=[N+]([O-])c1ccc(Sc2nnnn2-c2ccccc2)nc1	?	-6%	-24%	9%	-3%	11%	-7%	3%
O=C(Nc1ccccc1)NC1CCCCNC1=O (stereo unspecified)	-7%	4%	3%	0%	i	3%	-3%	5%
O=C(CCc1nnc(-c2ccsc2)o1)N1CCc2c(Cl)cccc2C1	?	-2%	3%	10%	12%	-2%[53 µM]	-1%[53 µM]	-1%
Cc1ccc(C)c(Nc2c([N+](=O)[O-])c(=O)oc3ccccc23)c1	-19%	-2%	-7%	6%	-8%	3%	-1%	4%
O=C1C=CC(=O)N1N(c1ccccc1)c1ccccc1	-10%	0%	0%	-26%	-3%	2%	-5%	-12%
CC(C)OC(=O)c1cccnc1N1CCN(c2ccc(F)cc2)CC1	?	5%	-4%	7%	-11%	-3%	0%	6%
COc1ccc(-c2nc(SCC(=O)NC3CCCC3)c(-c3ccc(C)cc3)[nH]2)cc1OC	?	?	.	.	.	1%	-4%	.
COc1ccc(S(=O)(=O)Nc2cc(C)on2)cc1OC	5%	-3%	4%[11.4 µM]	6%	9%	13%	0%	1%
Cn1c2ccccc2c(=O)c2c(=O)n(Cc3ccccc3)c(-c3ccc(F)cc3)nc21	-4%	-6%	-3%	9%	-8%	1%	-2%	3%
CCOC(=O)COc1cc([N+](=O)[O-])cc2cccnc12	14%	5%[2.34 µM]	-32%	-15%	i	-4%	-8%	-5%
O=C(CSc1ccc(-c2ccco2)nn1)NC1CCCC1	-12%	1%	.	1%	-7%	-9%	0%	?
CCOCCCN(C(=O)Nc1ccc(CC)cc1)C1CCN(C(C)=O)CC1	0%	3%	16%[11.4 µM]	-1%	-2%	9%	-1%	-6%
NC(=O)c1ccccc1Br	.	-1%	.	5%	13%&-1%	4%&-1%	-1%&0%	2%
O=S(=O)(c1ccccc1)N1CCN(c2nnnn2-c2ccccc2)CC1	-5%	-6%	.	-1%	-4%	-4%	0%	-3%
CCOC(=O)Nc1cccc(OCC(=O)Nc2ccc(OC)cc2OC)c1	?	5%	1%	2%	0%	-19%	-2%	2%

Further compounds.
SMILES	Tau fibril ThT	Tau fibril FP	L3MBTL1 inh	GoLoco inh red	RECQ1 helicase	TRb-SRC2 inh	TR SRC2 fluor cs	JMJD2E inh
CCN(CC)S(=O)(=O)c1ccc(C(=O)Nc2nc3c(Cl)cc(Cl)cc3s2)cc1	-4%	-1%	.	.	.	0%	2%	.
Cc1cc(C)cc(N(CCC(=O)Nc2nnc(C)s2)S(=O)(=O)c2ccc(Cl)cc2)c1	-2%	4%	9%	-19%	-3%	-1%	1%	5%
CCCCn1c(C(C)NC(=O)CC)nc2ccccc21 (stereo unspecified)	-3%	0%	6%	-2%	-9%	-9%	-6%	-3%
CCOc1ccccc1NC(=O)c1cc2cc(C)ccc2n1C	?	-15%	.	.	.	-3%	5%	.
Nc1ccccc1SSc1ccccc1N	.	?	.	-22%	-1%	2%	1%	3%

Whole records, quoted from the list. Values in the order: Tau fibril ThT | Tau fibril FP | L3MBTL1 inh | GoLoco inh red | RECQ1 helicase | TRb-SRC2 inh | TR SRC2 fluor cs | JMJD2E inh
CCOc1ccccc1NC(=O)c1cc2cc(C)ccc2n1C reads ? | -15% | . | . | . | -3% | 5% | .
CCN(CC)S(=O)(=O)c1ccc(C(=O)Nc2nc3c(Cl)cc(Cl)cc3s2)cc1 reads -4% | -1% | . | . | . | 0% | 2% | .
